# Bioassay records: PubChem, Augusta University
# HT1080 EIF4E-luc2: inhibitors of EIF4E gene expression, primary screen, cell-based, HT1080, luciferase reporter (AID 1224817) | HT1080 EIF4E-luc2 knock-in reporter, luciferase, 16 h; hits give low values | log2 luciferase activity ratio at 2.5 µM | 2,000 compounds, 1% hits;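 active means log2 luciferase ratio at or below -0.5849, meaning signal at two thirds of solvent-only control or lower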;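 further: luciferase reports endogenous eIF4E expression since it is co-expressed from the native EIF4E locus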
# The depositor's hits bear a star. This is a subset. The share of hits here may be higher or lower than overall.
SMILES,HT1080 EIF4E-luc2
CC[C@H](CO)Nc1nc(NCc2ccccc2)c2ncn(C(C)C)c2n1,-0.152
CC1=C2[C@H]3OC(=O)[C@@H](C)[C@@H]3CC[C@@]2(C)C=C/C1=N\O,-0.026
C[N+](C)(N)CCC[N+](C)(C)N,0.013
O=C(O)c1c(Cl)c(Cl)c(Cl)c(Cl)c1C(=O)Nc1ccc2cn[nH]c2c1,-0.155
NC(=O)c1nnn(Cc2cc(Cl)c(C(=O)c3ccc(Cl)cc3)c(Cl)c2)c1N,0.173
C[N+]1(C)CCc2cc(O)c(O)cc2C1Cc1ccc(O)c(O)c1 (stereo not drawn),0.141
CCN(CC)CC[n+]1ccc2c(C)c3[nH]c4ccccc4c3c(C)c2c1,-0.162
OCC1OC(N2CCN(C3OC(CO)C(O)C(O)C3O)CC2)C(O)C(O)C1O (stereo not drawn),-0.291
CCCCCCCCCCCCCCCC(=O)O[C@@H]1[C@@H](C)[C@@]2(O)[C@@H](C=C(CO)C[C@]3(O)C(=O)C(C)=C[C@@H]23)[C@H]2[C@]1(OC(C)=O)[C@]2(C)CO,-0.185
CN(C)Cc1ccc(-c2cc3onc(-c4ccccc4)c3c(=O)n2C)cc1,1.4

# Reprinted at random: six compounds from above.
SMILES,HT1080 EIF4E-luc2
NC(=O)c1nnn(Cc2cc(Cl)c(C(=O)c3ccc(Cl)cc3)c(Cl)c2)c1N,0.173
OCC1OC(N2CCN(C3OC(CO)C(O)C(O)C3O)CC2)C(O)C(O)C1O (stereo not drawn),-0.291
C[N+]1(C)CCc2cc(O)c(O)cc2C1Cc1ccc(O)c(O)c1 (stereo not drawn),0.141
CCCCCCCCCCCCCCCC(=O)O[C@@H]1[C@@H](C)[C@@]2(O)[C@@H](C=C(CO)C[C@]3(O)C(=O)C(C)=C[C@@H]23)[C@H]2[C@]1(OC(C)=O)[C@]2(C)CO,-0.185
C[N+](C)(N)CCC[N+](C)(C)N,0.013
CN(C)Cc1ccc(-c2cc3onc(-c4ccccc4)c3c(=O)n2C)cc1,1.4

# Other results follow:
SMILES,HT1080 EIF4E-luc2
Cc1ccc(S(=O)(=O)Nc2ccccc2C=O)cc1,-0.257
Cn1c(=O)c2c(nc(C(=N)SCC(=O)O)n2C)n(C)c1=O,-0.165
CCOc1ccc2nc3cc(N=Nc4ccc(N)nc4N)ccc3c(N)c2c1,-0.052
C=C1C[C@]23C[C@@]1(O)CC[C@H]2[C@@]12C=C[C@H](O)[C@@](C)(C(=O)O1)[C@H]2[C@@H]3C(=O)O,0.13
C[Si](C)(c1ccc(C(=O)O)cc1)c1ccc(C(=O)O)cc1,-0.035
O=C1c2cc([N+](=O)[O-])ccc2-c2ccc3c4ccc5c6c(ccc(c7ccc1c2c73)c64)C(=O)c1cc([N+](=O)[O-])ccc1-5,0.118
O=C(O)/C(=C/c1ccccc1)c1ccccc1,-0.172
C[C@]12CC[C@@H]3c4ccc(O)cc4CC[C@H]3[C@@H]1CC[C@@H]2OP(=O)(O)O,-0.0981
O=[N+]([O-])c1ccc(CSCc2ccc(Cl)cc2)cc1,-0.033
O=c1[nH]c(=O)n([C@H]2CCCO2)cc1F,0.0424
CC(C)c1ccc(O)c(O)c(=O)c1 (tested in a mixture with another compound),-0.287
CNS(=O)(=O)c1ccccc1C(=N)c1ccccc1,-0.171
N=C(N)SC1c2ccccc2-c2cc([N+](=O)[O-])ccc21 (stereo not drawn),-0.241
Cc1ccc(S(=O)(=O)OC2C(C3COC(C)(C)O3)OC3OC(C)(C)OC32)cc1 (stereo not drawn),0.0551
Cn1cnc([N+](=O)[O-])c1SCC(=O)O,-0.176
O=C(O)/C(=C\c1ccncc1)c1cccc2ccccc12,-0.0136
NCCNS(=O)(=O)c1ccc(N)cc1,-0.079
Cc1c(Cl)c(S(N)(=O)=O)cc2c1NC=NS2(=O)=O,-0.0314
O=C1Nc2ccccc2C1(O)Cc1ccccn1 (stereo not drawn),-0.186
O=C(O)c1cccc(N=Nc2c(S(=O)(=O)O)ccc3c2C(=O)c2ccccc2C3=O)c1O,0.45
Nc1nc(N)c(N=Nc2ccc(C(=O)O)c(O)c2)c(N)n1,-0.111
COc1cccc2[nH]c(-c3ccccn3)nc12,1.75
O=C(Oc1ccc2c(c1)CN(Cc1ccccc1)CO2)c1ccccc1,-0.119
O=C(O)c1[nH]c(=O)[nH]c(=O)c1CN1CCCCC1,0.0146
COc1ccc(CC(O)CN2CCOCC2)cc1 (stereo not drawn),0.155
CC(C)CC1NC(=O)C(C(C)C)NC(=O)CC(C)COC(=O)C(CC(C)C)N(C)C(=O)C(C(C)C)NC(=O)C(C(C)C)OC1=O (stereo not drawn),0.274
Cc1cc(N=Cc2c(CO)cnc(C)c2O)c(N=Cc2c(CO)cnc(C)c2O)cc1C.[Zn],0.374
Cc1c[n+](=O)c2ccccc2n1[O-],-0.0373
NC(N)=NC(N)=Nc1ccc(C(=O)O)cc1,-0.106
c1ccc(COC2NCCN2Cc2ccccc2)cc1 (stereo not drawn),0.22
CCN(CC(=O)O)C(=O)c1cccnc1,-0.196
COc1c2c(c(OC)c3c1c(=O)c1ccccc1n3C)OCO2,0.0299
Oc1c(Br)cc(CN(Cc2cc(Br)c(O)c(Br)c2)C2CCCCC2)cc1Br,-0.0379
CN(C)CCCn1c2c3ccccc3ccc2c2oc(=O)c3ccccc3c21,-0.461
N=C(c1ccc2ccccc2c1)c1ccccc1Cc1ccccc1,-0.0272
CN(/N=C/c1ccccc1O)c1ccc2ccccc2n1,0.0097
CC(CO)(CO)Nc1ncnc2ccccc12,-0.0834
CC1(C)CCC(=O)NC1CC(=O)CC1NC(=O)CCC1(C)C (stereo not drawn),-0.092
C=C(CC(=O)O)C(=O)O (tested in a mixture with another compound),0.0338
C[N+](C)(C)CC(=O)N/N=C\c1c(O)ccc2ccccc12,0.142

# Single values from above.
# HT1080 EIF4E-luc2 result of Oc1c(Br)cc(CN(Cc2cc(Br)c(O)c(Br)c2)C2CCCCC2)cc1Br is entered as -0.0379
# HT1080 EIF4E-luc2 result of CC(CO)(CO)Nc1ncnc2ccccc12 is entered as -0.0834
# HT1080 EIF4E-luc2 result of C[N+](C)(C)CC(=O)N/N=C\c1c(O)ccc2ccccc12 is entered as 0.142

# Other structures.
SMILES,HT1080 EIF4E-luc2
COc1ccc2c3c(ccc2c1)NC(C(=O)O)CC3 (stereo not drawn),1.85
O=C(O)C1CCN(Cc2oc(CO)cc(=O)c2O)C1 (stereo not drawn),-0.0724
OC(CCN1CCCCC1)(c1ccccc1)c1ccccc1,-0.0587
Nc1c(S(N)(=O)=O)cc(S(N)(=O)=O)cc1S(N)(=O)=O,-0.223
O=C(O)C1OC1C(=O)O (stereo not drawn),-0.131
CC(C)c1ccc2c(c1)CC[C@H]1[C@](C)(C(=O)O)CCC[C@]21C,0.278
CCOc1ccc2c(ccc(/C=C\c3cc(C)c4cccnc4c3O)[n+]2C)c1,-0.823*
CC(C)(N)C(=O)N[C@@H]1C(=O)N2[C@@H]1SC(C)(C)[C@@H]2C(=O)O,-0.199
CCSCC(N)C(=O)O (stereo not drawn),0.122
O=C(O)CSc1nnc2c3ccccc3c3ccccc3c2n1,0.09
Cc1ccc(C(=N)c2ccccc2Cc2cccc3ccccc23)c2ccccc12,0.0864
COc1cc(C2SCCCCCCCCCCSC(c3ccc(O)c(OC)c3)SCCCCCCCCCCS2)ccc1O (stereo not drawn),0.0091
O=[N+]([O-])c1ccc(Cl)c(CNc2ncnc3c2ncn3C2CCCCO2)c1 (stereo not drawn),-0.094
CCC1NC(=O)C(NC(=O)c2ncccc2O)C(C)OC(=O)C(c2ccccc2)NC(=O)C2CC(=O)CCN2C(=O)C(Cc2ccccc2)N(C)C(=O)C2CCCN2C1=O (stereo not drawn),-0.133
CC1(C)N=C(N)N=C(N)N1c1cccc(CSc2ccccc2)c1,-0.336
COc1cc(CN2CCCCC2)cc2cc(C(=O)O)c(=O)oc12,0.201
CSC1(SC2=NCCN2)SC2(NCCN2)S1,0.317
OCCn1cnc2c(SCc3ccccc3)ncnc21,0.123
CC(CC(=O)O)C(C(=O)O)C(=O)O (stereo not drawn),-0.198
O=[N+]([O-])c1ccc2c(c1)Cc1cc(N=Cc3ccc4c(c3)OCO4)ccc1-2,0.0954
N=C1C=CC(=C(c2ccc(N)cc2)c2ccc(N)cc2)C=C1,-0.173
CC(C)N(CC(=O)O)CC(=O)O,0.0085
CN(C)CCCN1CCC2(CCC(C(C)(C)C)CC2)CC1,-0.151
C[C@]12CCC(=O)C=C1CC[C@@H]1[C@@H]2[C@@H](O)C[C@@]2(C)[C@H]1CC[C@]2(O)C(=O)CO,0.599
CCCNc1ncnc2[nH]ncc12,-0.531
CC(NC(=O)C1(N)CCCC1)C(=O)O (stereo not drawn),0.0528
C/C(=N\NS(=O)(=O)c1ccc(C)cc1)P(=O)(O)O,-0.169
CN(C)Cc1cc(C(=O)O)cc(CN(C)C)c1O,-0.293
CC(C)=NC(C(=O)O)C(C)(C)S (stereo not drawn),-0.0771
Nc1nc2c(ncn2C2CCC(CO)O2)c(=O)n1C(=O)c1ccccc1 (stereo not drawn),-0.114
NS(=O)(=O)c1ccc(N=C2C(=O)Nc3ccccc32)cc1,-0.116
CN1CCC(n2[nH]c(-c3ccccc3)c(Cc3ccccc3)c2=O)CC1,0.186
CN(C)c1ccccc1CN1CCCN(Cc2ccccc2N(C)C)C1c1ccncc1,-0.347
CC1=C/C(=C(/c2ccc(O)c(C)c2)c2ccccc2C(=O)O)C=CC1=O,-0.0259
CC(=O)Nc1ccc(Cc2ccc3[nH]c(=O)cc(C)c3c2)cc1,-0.0577
Cc1nn(-c2ccc(S(=O)(=O)[O-])cc2)c([O-])c1N=[N+](C)c1ccc(-c2ccc(N=Nc3ccc4c(S(=O)(=O)[O-])cc(S(=O)(=O)[O-])c(N)c4c3[O-])c([O-])c2)cc1[O-].[Cu+2].[Cu+2].[Na+],0.162
O=C(CC(c1ccccc1)N1CCCCC1)c1ccccc1 (stereo not drawn),0.318
COC(NC(N)=O)C(=O)O (stereo not drawn),-0.536
Cc1ccc(S(=O)(=O)Nc2cc(=O)[nH]c3c2CCC3)cc1,0.0781
ClC(=Nc1cccc2ccccc12)N(c1ccccc1)c1ccccc1,0.404
CN1CCCCC1CCN1CCCCC1 (stereo not drawn),-0.116
Cn1c(=O)c2[nH]c(CS(=O)(=O)Cc3nc4c([nH]3)c(=O)n(C)c(=O)n4C)nc2n(C)c1=O,-0.0066
Cc1cnc2cc(Cl)ccc2c1SCC(=O)O,0.0724
OC(COc1ccccc1)CN1CCCCC1 (stereo not drawn),-0.103
O=C(O)c1cc(-c2ccc3cc4c(cc3c2)OCO4)nc2ccccc12,0.617
CCC(Nc1ncnc2nc[nH]c12)C(=O)O (stereo not drawn),-0.0773
COc1cccc2c1C(=O)c1c(O)c3c(c(O)c1C2=O)C[C@@](O)(C(=O)CO)C[C@@H]3OC1CC(N)C(O)C(C)O1 (stereo partly drawn),0.264
COc1ccc(/C=C(/C#N)C(N)=O)c(OC)c1,-0.0784
c1ccc2c(c1)c1ccccc1n2Cn1c2ccccc2c2ccccc21,-0.0612
O=C(CSc1nc2ccccc2s1)c1sc2sc3ccccc3[n+]2c1[O-],0.244
# The list continues.
SMILES,HT1080 EIF4E-luc2
O=C(O)c1nnsc1COCc1ccccc1,-0.109
CCOC(=O)C1=C(C)NC(=O)NC1c1coc2cc(C)cc(C)c2c1=O (stereo not drawn),0.189
O=[N+]([O-])c1ccc(S(=O)(=O)Cc2ccccc2)c([N+](=O)[O-])c1,-0.036
O=S(=O)(c1ccccc1)N1CN2CN(C1)CN(S(=O)(=O)c1ccccc1)C2,0.123
Oc1ccc(Cl)cc1C=Nc1cnc2ccccc2c1,-0.0531
Cc1ccc(/C(C#N)=C/c2cccc([N+](=O)[O-])c2)cc1,0.244
Cc1nc(N)nc2ccccc12,-0.299
O=[N+]([O-])c1ccccc1N=Nc1c(O)[nH]c2ccc(S(=O)(=O)O)cc12,-0.0112
NCC(=O)NC1(C(=O)O)CCCC1,-0.159
OC1C(O)C(O)C(O)C(O)C1O (stereo not drawn),-0.102

# 5 successive entries already listed, quoted:
SMILES,HT1080 EIF4E-luc2
Cc1ccc(/C(C#N)=C/c2cccc([N+](=O)[O-])c2)cc1,0.244
Cc1nc(N)nc2ccccc12,-0.299
O=[N+]([O-])c1ccccc1N=Nc1c(O)[nH]c2ccc(S(=O)(=O)O)cc12,-0.0112
NCC(=O)NC1(C(=O)O)CCCC1,-0.159
OC1C(O)C(O)C(O)C(O)C1O (stereo not drawn),-0.102

# Additional structures:
SMILES,HT1080 EIF4E-luc2
CCCCCc1cc(O)cc2c1Oc1cc(O)cc(C(=O)CCCC)c1C(=O)O2,0.0579
Cc1ccc(NC(c2ccccc2)c2ccc3cccnc3c2O)cc1 (stereo not drawn),0.322
COc1ccc(Br)c2c1CC(C(=O)O)CC2 (stereo not drawn),-0.102
O=C(O)C1CC=CCC1C(=O)Nc1cccc(O)c1 (stereo not drawn),-0.0443
CC[C@]12CCCN3CCc4c(n(c5ccccc45)C(=O)C1)[C@@H]32,-0.317
Nc1nc(N)c2[nH]c(CNc3ccc(C(=O)O)cc3)nc2n1,0.015
Cc1cc(C)cc(C(=N)c2ccccc2Cc2cccc3ccccc23)c1,-0.156
C[C@H]1CC[C@@H]2[C@@H](C)[C@H]3[C@H](C[C@H]4[C@@H]5CC=C6C[C@@H](O)CC[C@]6(C)[C@H]5C[C@H](O)[C@]34C)N2C1,0.0122
CC(Br)C(=O)c1ccc2cc(Br)c3ccccc3c2c1 (stereo not drawn),0.512
NC(N)=NC(N)=Nc1ccc(S(N)(=O)=O)cc1,-0.0076
CC(=O)[C@H]1CC[C@@H]2[C@]1(C)CC=C1[C@]23C=C[C@]2(C[C@@H](O)CC[C@]12C)C(C(=O)O)C3C(=O)O (stereo partly drawn),-0.137
Cc1c(-c2nc(N)nc(C3CC3)c2C)nc(N)nc1C1CC1,-0.199
O=C(Nc1cccc(Cl)c1)Nn1cnnc1,-0.18
O=C(O)Cc1c(O)ccc2ccccc12,-0.364
ON(CCc1ccccn1)Cc1ccccc1,-0.133
CCC(=O)Nc1ncnc2ncn(C(=O)CC)c12,-0.128
COC(=O)C1=COC(C)C2CN3CCc4c([nH]c5cc(OC)c(OC)cc45)C3CC12 (stereo not drawn),0.0044
CC(=O)Nc1nc2ncc(C=O)nc2c(=O)[nH]1,-0.182
